High-throughput results from PubChem BioAssay.
MCF10A rerep = induces DNA re-replication in MCF 10a normal breast cells; MCF 10A DNA re-replication, Hoechst nuclear intensity, 48 h; Potency, µM (series often up to 46.1 µM), inactives show at the highest dose activity, positive = re-replication, hits mostly activators; actives 2.9% (n = 350,000); AID 624296; further: % of control where 0% means no effect; nearly all actives have a fitted effect of over 50% in size
TGFb inhibitor = blocks TGF-b signaling; HepG2 CAGA-GFP TGF-b/SMAD3 reporter, GFP fluorescence, 18 h; TGF-beta stimulated, 500 pg/mL final; Potency, µM (top dose mostly 46.1 µM), for inactives: top-dose activity, negative = inhibition, most hits filed as inhibitors; actives 1.2% (n = 410,000); AID 588855; further: on the % scale 0 is the no-effect control and ±100 the full control effect; nearly all actives have a fitted effect of over 65% in size
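Inhibition of TGF-beta-driven CAGA-GFP reporter expression in HEPG2 cells is measured by cellular GFP fluorescence after 18 h stimulation with 500 pg/mL recombinant TGF-beta in 1% FBS medium at 37 degrees C.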
Nrf2 block = Nrf2 pathway inhibition. actives 2.1% (n = 360,000). A549 ARE-Fluc reporter, luciferase luminescence, 18-24 h. AID 504444. Potency, µM (titrated, usually from 46 µM), for inactives: top-dose activity change, negative = inhibition, actives largely listed as inhibitors; further: on the % scale 0 is the no-effect control and ±100 the full control effect; nearly all actives have a fitted effect of over 60% in size
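Concentration-response testing used A549 ARE_Fluc cells at 5000 cells/well. Following an 18-24 h compound incubation, viability was read by fluorescence (Ex 405/Em 525) and luciferase output by luminescence.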
HepG2 tox = HepG2 cytotoxicity, counter-screen for TGF-b inhibitors. HepG2 CAGA-GFP viability, ATP luminescence, 18 h. Potency, µM (doses to about 46.1 µM), without a hit: top-dose activity change, negative = cytotoxicity, most hits filed as cytotoxic. actives 0.76% (n = 410,000). AID 588856; further: some results filed as inactive show a strong effect at the top dose
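CellTiter-Glo luminescence gave cytotoxicity after 18 hours at 37 degrees C. The cells were HepG2 CAGA-GFP in 1% FBS DMEM, stimulated with 500 pg/mL TGF-beta after compound addition. %Activity was normalised to no-cell wells (complete cell-killing) and DMSO (no toxicity), and curves were fitted and classified.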
EPAC2 antag = EPAC2 (human) antagonism | Potency, µM (titrated, usually from 114 µM), for the others: at the highest dose activity, negative = inhibition, usual class: inhibitors | actives 0.18% (n = 360,000) | Q8WZA2 | EPAC2 GEF exchange of Rap1B-BODIPY-GDP, fluorescence | AID 720708; further: on the % scale 0 is the no-effect control and ±100 the full control effect; nearly all actives have a fitted effect of over 45% in size; many of its hits are not listed in these tables
Target sequence (Q8WZA2 whole entry, looked up): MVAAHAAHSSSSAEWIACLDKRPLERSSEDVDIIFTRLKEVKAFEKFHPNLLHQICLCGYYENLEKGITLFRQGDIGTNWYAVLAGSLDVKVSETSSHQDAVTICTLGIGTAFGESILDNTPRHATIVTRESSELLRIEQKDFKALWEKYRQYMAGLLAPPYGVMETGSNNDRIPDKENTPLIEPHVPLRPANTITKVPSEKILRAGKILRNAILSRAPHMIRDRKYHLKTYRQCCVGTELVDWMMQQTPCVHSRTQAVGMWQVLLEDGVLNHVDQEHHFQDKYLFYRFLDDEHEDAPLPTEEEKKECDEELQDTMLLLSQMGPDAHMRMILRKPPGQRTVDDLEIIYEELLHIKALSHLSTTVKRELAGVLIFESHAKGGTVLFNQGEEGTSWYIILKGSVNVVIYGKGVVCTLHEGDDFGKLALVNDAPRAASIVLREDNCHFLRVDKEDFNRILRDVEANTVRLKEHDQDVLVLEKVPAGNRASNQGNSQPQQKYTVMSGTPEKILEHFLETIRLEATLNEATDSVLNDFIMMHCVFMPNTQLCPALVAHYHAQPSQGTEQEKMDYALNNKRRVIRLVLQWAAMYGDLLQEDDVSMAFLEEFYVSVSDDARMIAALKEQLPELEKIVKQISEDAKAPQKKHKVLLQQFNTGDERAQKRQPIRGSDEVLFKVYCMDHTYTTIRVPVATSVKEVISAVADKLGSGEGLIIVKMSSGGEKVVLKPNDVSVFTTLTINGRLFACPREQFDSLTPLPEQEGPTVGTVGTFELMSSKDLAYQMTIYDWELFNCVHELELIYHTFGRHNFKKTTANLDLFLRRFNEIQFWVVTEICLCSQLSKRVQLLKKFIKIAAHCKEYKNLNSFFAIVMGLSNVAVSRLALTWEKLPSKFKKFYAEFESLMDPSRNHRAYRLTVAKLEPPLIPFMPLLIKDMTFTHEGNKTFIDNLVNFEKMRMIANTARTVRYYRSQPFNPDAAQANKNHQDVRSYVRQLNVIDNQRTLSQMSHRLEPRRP
ATXN2 expr inh = inhibitors of ATXN2 expression; HEK-293 ATXN2-luciferase reporter, luminescence, 24 h; Potency, µM (highest dose often 57 µM), inactives show at the highest dose activity change, negative = inhibition, usual class: inhibitors; actives 0.72% (n = 360,000); AID 1745845; further: on the % scale 0 is the no-effect control and ±100 the full control effect; nearly all actives have a fitted effect of over 55% in size
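ATXN2-luciferase reporter cells (luciferase flanked by upstream and downstream ATXN2 gene portions) were treated 24 h at 37 °C with compounds at up to 57 uM. SteadyGlo luminescence gave expression; GF-AFC fluorescence gave viability.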
Nrf2 activator = Nrf2 pathway activation; actives 0.31% (n = 410,000); AREc32 ARE-luciferase reporter (MCF7-derived line), luminescence, 24 h; Potency, µM (series often up to 46.1 µM), without a hit: at the highest dose activation, actives largely listed as activators; AID 624171; further: % of control where 0% means no effect; nearly all actives have a fitted effect of over 65% in size
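Reporter line AREc32 (ARE-Fluc), seeded overnight in OPTI-MEM with 5% FBS; compound pin-transferred, 24 hr at 37 deg C, 5% CO2; luminescent read-out.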
A549 viability = kills or reduces viability of A549 cells in Nrf2 counter-screen; Potency, µM (highest dose often 46 µM), for the others: top-dose activity change, negative = cytotoxicity, hits mostly inhibitors; A549 ARE-Fluc cells, CellTiter-Fluor viability, 18-24 h; actives 0.16% (n = 390,000); further: on the % scale 0 is the no-effect control and ±100 the full control effect
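A549 ARE-Fluc cells in 5% FBS OPTI-MEM, 5000 cells/well, rested 2 h then exposed to compounds in concentration-response for 18-24 h at 37 °C. Viability by CellTiter-Fluor fluorescence (Ex 405/Em 525) after 30 min; luciferase luminescence (BugLite, 15 min, RT) read afterwards.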
S2 tox = cell viability loss in ATXN counter-screen; S2 cells (HEK-293 line with an ATXN2-luciferase reporter) viability, CellTiter-Fluor protease fluorescence, 24 h; Potency, µM (top dose mostly 56.7 µM), usual class: cytotoxic; actives 0.49% (n = 400,000); AID 651635; further: nearly all actives have a fitted effect of over 40% in size
Active calls of the source: *; i = inactive; ? = inconclusive; nt = no result given; ! = repeats disagree; [ ] = another dose, or the depositor's remark. The call rests on the fitted dose curve; in most records, active means well fitted curve in the direction sought with a large enough effect; inconclusive means small, poorly fitted or top-dose-only effect, or another doubt; inactive means no such curve, though single readings can be large; an effect the other way counts as inactive or inconclusive. Potency means the concentration at half of the fitted maximal effect. Only part of the results is shown (hit frequency here may not be typical).

SMILES	MCF10A rerep	TGFb inhibitor	Nrf2 block	HepG2 tox	EPAC2 antag	ATXN2 expr inh	Nrf2 activator	A549 viability	S2 tox
O=C(NCc1ccccn1)c1cccc(NS(=O)(=O)c2ccccc2F)c1	0%	-15%	1%	-13%	-3%	-5%	-0.7%	5%	?
O=[N+]([O-])c1ccccc1S(=O)(=O)NCCSCc1ccco1	4%	9%	-21%	-5%	-2%	2%	9.9%	1%	i
COc1ccc(OCCCC(=O)NCC(C)C)cc1	-2%	2%	-4%	6%	12%	-2%	0.1%	-8%	i
COc1ccc(OC)c(-n2c(-c3ccc(S(C)(=O)=O)cc3)cc(C=O)c2C)c1	24%	0%	nt	-33%	23%	2%	11%	2%	i
COCCNC(=S)NCc1cccs1	12%	-6%	-10%	1%	-2%	-4%	-0.2%	4%	i
O=C(COC(=O)c1cccnc1Cl)NC12CC3CC(CC(C3)C1)C2	9%	-1%	6%	9%	10%	1%	-1.3%	-1%	i
N#Cc1ccc(-c2ccc(F)cc2)nc1Oc1ccccc1	13%	-13%	-9%	-15%	16%	-1%	-0.2%	-11%	i
N#Cc1ccc(OCC(=O)Nc2ccncc2)cc1	-2%	-10%	-1%	-30%	-7%	-14%	0.1%	11%	i
Cc1onc(-c2c(Cl)cccc2Cl)c1C(=O)N1CCN(Cc2ccccc2)CC1	27%	-1%	-18%	-2%	-18%	-36%	-0.4%	13%	i
CCOC(=O)c1n[nH]n2c1nc(=O)c1ccccc12	-1%	8%	0%	8%	8%	0%	-1.4%	1%	i
CC1CCc2cc(F)ccc2N1C(=O)CCC(=O)O (configuration not stated)	-1%	6%	6%	9%	1%	4%	0.6%	-3%	i
CCOC(=O)c1sc(NC(=S)NC(=O)C2CC2)cc1C	?	0%	?	-17%	2%	5%	0.7%	-5%	i
CC1CCN(C(=O)CCN2C(=O)C3C4C=CC(C4)C3C2=O)CC1 (configuration not stated)	-1%	-3%	-1%	-5%	-5%	nt	-0.2%	-5%	i
COc1ccc2nccc(C(N)=O)c2c1	-4%	3%	-8%	1%	12%	4%	0.5%	-2%	i
COc1ccc(CCNC(=O)C2CCCN(S(=O)(=O)c3cnc[nH]3)C2)cc1OC (configuration not stated)	21%	14%	7%	9%	8%	2%	-1.2%	0%	i
COc1ccc(C(=O)NCc2oc(-c3ccccc3)cc2C(=O)O)cc1	8%	7%	-13%	5%	-2%	-2%	2.4%	7%	i
O=C1CN(C(=O)CSc2nncs2)c2ccccc2N1	-1%	0%	11%	1%	-12%	1%	0.1%	2%	i
CN(c1ccc(OCC(=O)OCC(=O)Nc2ccccc2)cc1)S(=O)(=O)c1cccs1	0%	-8%	3%	2%	-9%	-7%	0.1%	1%	i
CC1(C)CC(=Cc2cc(O)ccc2[N+](=O)[O-])C(=O)c2ccccc21	nt	?	nt	-34%	?	nt	7.1%	nt	?
Cc1ccccc1S(=O)Cc1ccc(C(=O)NC2CC2)o1 (configuration not stated)	5%	-2%	8%	5%	10%	nt	-0.6%	0%	i
O=[N+]([O-])c1cccc(C(=Nc2ccc(Cl)cc2)NO)c1	15%	0%	-14%	-40%	2%	-12%	13%	nt	i
O=C(CCCSc1nnc(-c2cccs2)n1CC1CCCO1)c1ccccc1 (configuration not stated)	19%	13%	7%	-16%	1%	12%	0.1%	4%	i
COc1ccccc1NC(=O)C1=C(C)NC(=O)NC1c1cccs1 (configuration not stated)	2%	5%	-4%	-9%	11%	-8%	0.0%	2%	i
COCCCn1cc(C(=O)c2ccccc2OCC(=O)Nc2cccc(F)c2)cc(C#N)c1=O	11%	6%	?	2%	-4%	18%	4.2%	15%	i
CC(=O)c1cc(-c2ccccc2)n(CC(=O)Nc2cccc(C)c2)c1C	?	0%	-23%	-55%	0%	-1%	-0.6%	-1%	i
C[C@H](NC(=O)N1CCn2c1nc1ccccc12)C(=O)NCC1CCCO1 (some centres not stated)	-1%	-1%	4%	4%	0%	8%	0.3%	1%	i
COc1ccc(-c2nc(CSCC(=O)N3CCN(c4ccc(OC)cc4)CC3)c(C)o2)cc1	nt	?	4.6µM*	-14%	nt	nt	-0.6%	-11%	nt
Cc1cccc(NC(=O)CS(=O)(=O)c2c[nH]c3ccccc23)c1C	2%	-3%	-5%	-1%	3%	29%	-0.1%	2%	i
Clc1ccc(-c2nnc(-c3ccco3)o2)cc1	1%	-23%	?	-22%	0%	43%[activator]	?	-10%	i
Cc1ccc(C)c(OCCC(=O)OCC(=O)NCCc2ccc(S(N)(=O)=O)cc2)c1	-3%	0%	1%	1%	5%	4%	-0.4%	-9%	i
O=C(NCc1ccc(-c2nc3ccccc3s2)cc1)c1ccco1	5%	15%	5%	10%	-2%	-19%	2.9%	-4%	i
CCOc1ccc2[nH]c(=O)c(CN(CC3COCCO3)C(=O)c3ccc(C)cc3)cc2c1 (configuration not stated)	?	2%	-7%	-26%	-8%	13%	-0.7%	-1%	i
O=C(Nc1ccc(Sc2ccc(Br)cc2)cc1)c1ccco1	?	-6%	?	-28%	-3%	?	4.7%	-11%	?
COC(=O)COc1ccc2c(c1)O/C(=C\c1cccc([N+](=O)[O-])c1)C2=O	0%	0%	2%	5%	-3%	nt	-0.8%	-9%	i
CCn1c(C(=O)N2CCCC(C(=O)O)C2)cc2sccc21 (configuration not stated)	2%	8%	-3%	24%	7%	3%	-1.1%	-1%	i
C=CCc1ccc(OCC(O)CN2CCCCC2)c(OC)c1 (configuration not stated)	3%	-4%	12%	-7%	8%	5%	-0.8%	-1%	i
CCCOc1ccc(C(=O)Nc2c(C(=O)c3ccc(C)cc3)oc3ccccc23)cc1	nt	1%	4%	1%	nt	6%	-1.9%	0%	i
CCOc1ccc(-n2c(=O)c3sc4ccccc4c3n(Cc3ccc(F)cc3)c2=O)cc1	nt	-7%	-7%	0%	nt	12%	-0.7%	2%	i
COc1ccc(/C=N/NC(=O)c2nn(C)cc2Br)cc1CSCc1ccco1	1%	6%	-34%	-4%	-2%	5%	9.8%	-3%	i
CCCCc1nc2sc3c(c2c(=O)[nH]1)CCC3	-12%	2%	?	1%	18%	-11%	2.2%	-1%	i
CCn1cnc2cc(NCc3ccc(C)cc3)ccc21	-24%	-24%	24%	-5%	12%	26%	4.3%	8%	i
COc1ccc(C(=O)CCC(=O)Nc2cccc(C(C)=O)c2)cc1	nt	-9%	nt	-6%	nt	13%	0.3%	3%	i
CCOC(=O)C1CN(S(=O)(=O)c2ccc(F)cc2)C1	3%	-7%	-15%	-14%	-6%	5%	-0.3%	-1%	i
CCOc1ccc2nc(NC(=O)c3ccccc3)sc2c1	nt	-4%	?	-46%	nt	3%	-1.6%	5%	?
Cc1cccnc1C(NC(=O)C1CCN(Cc2ccc(Cl)c(Cl)c2)CC1)c1ccc(Cl)cc1 (configuration not stated)	nt	11µM*	nt	-36%	2%	?	-2.5%	nt	?

Whole records, looked up by structure. Order of values: MCF10A rerep	TGFb inhibitor	Nrf2 block	HepG2 tox	EPAC2 antag	ATXN2 expr inh	Nrf2 activator	A549 viability	S2 tox
Shown for O=C(Nc1ccc(Sc2ccc(Br)cc2)cc1)c1ccco1 → ?	-6%	?	-28%	-3%	?	4.7%	-11%	?
Shown for C=CCc1ccc(OCC(O)CN2CCCCC2)c(OC)c1 (configuration not stated) → 3%	-4%	12%	-7%	8%	5%	-0.8%	-1%	i
Shown for O=C(NCc1ccc(-c2nc3ccccc3s2)cc1)c1ccco1 → 5%	15%	5%	10%	-2%	-19%	2.9%	-4%	i
Shown for CCCCc1nc2sc3c(c2c(=O)[nH]1)CCC3 → -12%	2%	?	1%	18%	-11%	2.2%	-1%	i
Shown for CCn1c(C(=O)N2CCCC(C(=O)O)C2)cc2sccc21 (configuration not stated) → 2%	8%	-3%	24%	7%	3%	-1.1%	-1%	i

(further entries)
SMILES	MCF10A rerep	TGFb inhibitor	Nrf2 block	HepG2 tox	EPAC2 antag	ATXN2 expr inh	Nrf2 activator	A549 viability	S2 tox
CCC(=O)NC(c1ccco1)c1cc(Cl)c2cccnc2c1O (configuration not stated)	?	?	9.2µM*!	-12%	?	?	2.0%	?	i
C=CCn1c(SCC(=O)c2ccc(O)c(O)c2)nnc1-c1cccc(Cl)c1	6%	?	15%	-38%	-4%	-15%	0.8%	-9%	i
COc1ccc(OC)c(N2C(=NC(=O)C3CCCCC3)SC3CS(=O)(=O)CC32)c1 (configuration not stated)	-1%	6%	2%	13%	-12%	1%	-0.8%	0%	i
CN(Cc1cnn(-c2ccccc2)c1)C(=O)C1CCC(=O)N(C2CC2)C1 (configuration not stated)	-3%	2%	10%	1%	2%	1%	-0.7%	-5%	i
COC(=O)C1CCN(C(=O)Cc2ccc(Br)cc2)CC1	1%	16%	26%	4%	18%	41%[activator]	-0.1%	-3%	i
CNC(=O)C1CCCN(c2nnc(C)c3c(C)n(-c4ccccc4)nc23)C1 (configuration not stated)	nt	1%	-5%	8%	nt	nt	0.0%	-22%	nt
CCc1nc2ccc(C(=O)Nc3ccc(C(N)=O)cc3)cn2c1N(C)CCC(C)C	nt	?	nt	-84%	-28%	0%	0.5%	nt	?
O=C(CCC(=O)c1ccc(F)cc1)OC1CCOC1=O (configuration not stated)	-4%	1%	28%	15%	6%	-4%	-0.2%	13%	i
Cc1cccc(NC(=O)NCCc2ccc(Cl)cc2)c1	4%	7%	20%	-31%	5%	7%	-0.4%	7%	i
COc1cccc(N/C(SCc2cccc([N+](=O)[O-])c2)=C(/C#N)C(=O)NCc2cccs2)c1	7%	6%	-13%	7%	0%	-28%	3.1%	-12%	i
COc1ccccc1Cc1c(C2CCCCC2)nc2cc(C)c(Br)c(C)n12	nt	nt	nt	nt	4%	15%	4.5%	nt	i
O=[N+]([O-])c1cccc(/C=N/Nc2nccnc2Cl)c1	3%	?	?	-70%	-6%	28%	?	-10%	i
Cc1cc(C)n(C(=O)c2ccc(NC(=O)C3COc4ccccc4O3)cc2)n1 (configuration not stated)	1%	5%	nt	-8%	0%	2%	-0.3%	17%	i
